# CHRM1 agonist = human M1 muscarinic receptor agonists, primary screen, Fluo-8 calcium fluorescence, CHO-K1 cells, HTS. activation, % at 3 µM. hit rate 0.33% among 360,000. CHO-K1 hM1, agonist mode; 0% DMSO, 100% acetylcholine EC100. Muscarinic acetylcholine receptor M1 (Homo sapiens), P11229;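 active means activation above the run's mean compound activation plus 3 SD, cut at about 16% in these data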;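 further: peak over basal fluorescence ratio within a 140 s kinetic read after compound addition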
# Target sequence (P11229 whole entry, looked up): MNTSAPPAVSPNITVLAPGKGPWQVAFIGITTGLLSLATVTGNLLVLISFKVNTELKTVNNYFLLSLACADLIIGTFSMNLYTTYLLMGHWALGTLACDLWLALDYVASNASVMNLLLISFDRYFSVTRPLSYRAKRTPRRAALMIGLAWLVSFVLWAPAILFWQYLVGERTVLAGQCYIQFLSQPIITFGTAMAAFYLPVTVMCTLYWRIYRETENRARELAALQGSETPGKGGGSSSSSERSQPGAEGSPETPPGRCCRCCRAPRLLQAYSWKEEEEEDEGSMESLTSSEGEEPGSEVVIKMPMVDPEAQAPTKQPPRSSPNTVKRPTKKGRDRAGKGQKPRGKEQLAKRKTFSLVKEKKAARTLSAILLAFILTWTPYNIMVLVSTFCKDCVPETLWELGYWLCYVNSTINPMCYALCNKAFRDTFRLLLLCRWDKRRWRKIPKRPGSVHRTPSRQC
# M1 PAM = human M1 muscarinic receptor positive allosteric modulators, primary screen, CHO-K1 cells, Fluo-8 calcium fluorescence, 1536-well. activation, % at 3 µM. Muscarinic acetylcholine receptor M1 (Homo sapiens), P11229. CHO-K1 hM1, ACh EC20; 0% = ACh EC20, 100% = maximal ACh. hit rate 0.088% among 360,000; in the data active means activation above about 19%, passing the limit was not always enough
# M5 antag = human M5 muscarinic receptor antagonists, primary screen, CHO cells, Fluo-8 calcium fluorescence. Muscarinic acetylcholine receptor M5 (Homo sapiens), P08912. CHO-hM5 cells, ACh EC80. inhibition, % at 3 µM. hit rate 0.59% among 360,000. AID 624040, 2012;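 active means inhibition above a per-plate cutoff, the mean of that plate's test compounds plus 3 SD, cut at about 27% in these data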;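 further: 0% = acetylcholine EC80 with DMSO and 100% = DMSO without agonist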
# Target sequence (P08912 whole entry, looked up): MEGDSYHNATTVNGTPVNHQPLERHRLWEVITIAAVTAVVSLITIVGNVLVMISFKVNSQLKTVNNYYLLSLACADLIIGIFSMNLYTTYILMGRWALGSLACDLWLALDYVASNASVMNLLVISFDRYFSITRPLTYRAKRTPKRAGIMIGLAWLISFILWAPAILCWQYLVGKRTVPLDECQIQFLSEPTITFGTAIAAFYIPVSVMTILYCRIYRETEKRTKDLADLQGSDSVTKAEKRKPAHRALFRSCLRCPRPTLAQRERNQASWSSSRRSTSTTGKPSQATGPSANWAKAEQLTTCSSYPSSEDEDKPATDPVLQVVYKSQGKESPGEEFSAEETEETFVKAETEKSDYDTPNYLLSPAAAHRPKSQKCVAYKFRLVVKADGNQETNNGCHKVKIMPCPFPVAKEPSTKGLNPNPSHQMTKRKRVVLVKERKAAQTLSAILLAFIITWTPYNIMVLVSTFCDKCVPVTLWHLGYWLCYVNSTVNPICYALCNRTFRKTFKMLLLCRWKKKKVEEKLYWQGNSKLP
# M4 antag = human M4 muscarinic receptor antagonists, primary screen, CHO cells, Fluo-8 calcium fluorescence | CHO-hM4 cells, ACh EC80 | Muscarinic acetylcholine receptor M4 (Homo sapiens), P08173 | hit rate 0.73% among 360,000 | inhibition, % at 3 µM;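 active means inhibition above its plate's cutoff, the mean inhibition of sample wells plus 3 SD, cut at about 27% in these data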;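 further: 0% = acetylcholine EC80 with DMSO and 100% = DMSO without agonist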
# M5 ag = human M5 muscarinic receptor agonists, primary screen, CHO-K1 cells, Fluo-8 calcium fluorescence; hit rate 0.19% among 360,000; AID 624037, 2012; CHO-K1 hM5 cells; 0% DMSO wells, 100% maximal acetylcholine response; activation, % at 3 µM;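 active means activation above the run's mean over test compounds plus 3 SD, cut at about 23% in these data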;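 further: signal is peak over basal fluorescence ratio across the kinetic read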
# TAAR1 agonist = human TAAR1 agonists, primary screen, Fluo-8 calcium fluorescence, CHO RD-HGA16 cells; Trace amine-associated receptor 1 (Homo sapiens), Q96RJ0; vehicle wells 0%, saturating PEA agonist 100%; activation, % at 3 µM; hit rate 0.99% among 360,000; AID 624467, 2012;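 active means activation above the mean activation of all test compounds in the run plus 3 SD, cut at about 38% in these data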
#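 Test system: RD-HGA16 (CHO) cells co-expressing Gα16 and hTAAR1 / Benchmarks: DMSO vehicle as 0%, PEA at EC100 as 100% / Repeats: no replicates (n 1) / Measure: % activation from peak over basal fluorescence ratio, DMSO-to-PEA scaled / Timing: 17-24 h plating, Fluo-8 75 min 37 °C, 30 min RT / Technique: kinetic Fluo-8 calcium fluorescence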
# CHRM4 agonist = human M4 muscarinic receptor agonists, primary screen, CHO-K1 cells, Fluo-8 calcium fluorescence; CHO-K1 hM4/Gqi5; vehicle 0%, full acetylcholine response 100%; AID 624127, 2012; hit rate 0.14% among 360,000; activation, % at 3 µM;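 active means activation above the run mean over all test wells plus 3 SD, cut at about 32% in these data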;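 further: peak over basal fluorescence ratio per well then scaled between controls; 0% = DMSO wells and 100% = acetylcholine at EC100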
# CHRM5 PAM = human M5 muscarinic receptor positive allosteric modulators, primary screen, CHO-K1 cells, Fluo-8 calcium fluorescence | Muscarinic acetylcholine receptor M5 (Homo sapiens), P08912 | CHO-K1 hM5, ACh EC20 PAM; 0% = ACh EC20, 100% = ACh EC100 | activation, % at 3 µM | hit rate 0.3% among 360,000 | AID 624038, 2012;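 active means activation above the run cutoff, the mean activation of all test compounds plus 3 SD, cut at about 18% in these data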
#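 System: CHO-K1 hM5 cells. Reagent: acetylcholine, EC20 level. Compound dosing: single dose, 3 µM nominal final test concentration. Timing: Post-acetylcholine fluorescence recording 140 s. Detection: Fluo-8 calcium fluorescence. Read-out: % activation, ACh-normalized. Benchmarks: ACh EC20 and EC100 wells. Repeats: singlicate, one well per test compound.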
# CHRM1 antagonist = human M1 muscarinic receptor antagonists, primary screen, CHO-K1 cells, Fluo-8 calcium fluorescence, 1536-well; Muscarinic acetylcholine receptor M1 (Homo sapiens), P11229; CHO-K1 hM1, ACh EC80 antagonist; inhibition, % at 3 µM; hit rate 1.3% among 360,000;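 active means percent inhibition above its own plate's cutoff, namely the mean of that plate's compound wells plus 3 SD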;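 further: peak over basal fluorescence ratio during 140 s after agonist addition; 0% = ACh EC80 plus DMSO and 100% = DMSO alone without agonist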
# Numbers without * were called inactive; . = not tested or not shown; & = joins results of further samples. The list is partial (hit frequency here may not be typical).
Structure	CHRM4 agonist	CHRM1 agonist	M5 antag	CHRM1 antagonist	M1 PAM	M4 antag	CHRM5 PAM	TAAR1 agonist	M5 ag
O=C(Cn1ccc(C(F)(F)F)n1)NNC(=O)c1cccnc1	0	-1	13	17	-7	4	-7	1	-3
COc1cccc(-c2cc(C(=O)Nc3c(C)n(C)n(-c4ccccc4)c3=O)no2)c1	1	-6	1	-4	2	2	3	12	0
Cc1cccc(NC(=O)C2CC(=O)n3ncnc3N2)c1 (stereo unspecified)	1	-4	11	-3	3	-6	-5	3	-5
Nc1nnc(CSCc2ccccc2Cl)s1	0	-3	-1	7	-3	6	-1	2	-1
CCn1cc(Cl)c(C(=O)Nc2cc(C(=O)OC)cc(C(=O)OC)c2)n1	-1	-4	6	-2	3	6	6	2	-2
O=C(CN1CCOCC1)N/N=C/c1ccc(-c2ccc(C(=O)O)cc2)o1	1	0	10	-21	10	-7	-2	2	2
Cc1ccc(C2CC(C(F)(F)F)n3nc(C(=O)NCc4ccco4)cc3N2)cc1 (stereo unspecified)	1	-6	1	-1	3	9	12	1	-4
O=C(Nc1ccc(Cl)cc1Cl)NC1CCN(S(=O)(=O)c2ccc(F)cc2)CC1	0	-1	-8	-14	15	7	13	3	3

# (list continues)
Structure	CHRM4 agonist	CHRM1 agonist	M5 antag	CHRM1 antagonist	M1 PAM	M4 antag	CHRM5 PAM	TAAR1 agonist	M5 ag
O=C(c1ccc(Cl)cc1)N1C2C=CC(C2)C1(C(F)(F)F)C(F)(F)F (stereo unspecified)	-1	-10	-5	1	-4	1	2	1	-8
Cc1cc(C)cc(OC(C)c2ccnc3nc(/N=C/N(C)C)nn23)c1 (stereo unspecified)	-1	-13	-3	-2	3	4	2	0	-5
CC(C)N(C(=O)COC(=O)c1ccc(Cl)nc1)C(C)C	0	0	3	-9	12	1	7	2	-2
CCN1CCN(Cc2ccc(NC(=O)c3ccc(C)c(NC(=O)c4ccno4)c3)cc2C(F)(F)F)CC1	1&1	-8&-6	0&8	-8&1	5&18	-1&-10	-1&1	2&3	-1&-3
Cc1cc(NC(=O)c2ccc(F)cc2)n(-c2ccccn2)n1	4	-5	-1	-8	4	-15	2	4	-3
OCC1(CCOc2ccccc2)CCN(Cc2cn[nH]c2-c2ccc(F)cc2)CC1	5	-6	9	-4	8	5	4	7	-6
CC(C)(C)NC(=O)C[C@H]1C[C@H](C(=O)N2CCOCC2)[C@@]2(C)c3[nH]c4ccc(Cl)cc4c3CCN2C1=O	1	-6	-5	-17	9	-4	3	1	1
O=C(CCc1nnc2ccc(NCc3ccc(Cl)cc3)nn12)NC1CCCCC1	1	-4	14	4	3	4	-2	0	-4

# Following part
Structure	CHRM4 agonist	CHRM1 agonist	M5 antag	CHRM1 antagonist	M1 PAM	M4 antag	CHRM5 PAM	TAAR1 agonist	M5 ag
C/C(=N\NC(=O)Cc1ccc([N+](=O)[O-])cc1)c1cccnc1	2	-3	-6	-12	-8	-14	2	1	-2
COc1ccc(C(=O)Nc2cc(C)nn2-c2ccc(F)cc2)cc1	1	-1	-1	-18	11	-14	-2	4	-2
CCC(C)[C@H](NC(=O)[C@@H]1Cc2c([nH]c3ccccc23)C2c3ccccc3C(=O)N21)C(=O)N1CCC[C@@H]1C(=O)O (stereo partly specified)	12	-1	8	0	-3	-3	-2	12	4
c1ccc(-c2nc[nH]c2-c2ccccc2)cc1	1	-2	-8	-1	3	-5	-5	6	4
CCC(C)c1ccccc1NC(=O)C(C)OC(=O)c1ccco1 (stereo unspecified)	0	-3	2	-15	14	-8	5	1	-3
Cc1cccc(OCCNC(=O)c2ncn[nH]2)c1	0	-4	-6	-8	9	-4	1	1	1
COc1ccc(CN(CC2CCC(C(=O)O)CC2)C(=S)Nc2ccc(C)c(Cl)c2)cc1 (stereo unspecified)	0	-1	1	0	8	6	-3	2	1
Cc1[nH]c2ccccc2c1C(C[N+](=O)[O-])c1ccco1 (stereo unspecified)	0	-4	10	-7	8	-2	-4	-2	-6

# Continued:
Structure	CHRM4 agonist	CHRM1 agonist	M5 antag	CHRM1 antagonist	M1 PAM	M4 antag	CHRM5 PAM	TAAR1 agonist	M5 ag
CCOc1ccc2[nH]c3nc(SCC(=O)OC(C)C)nnc3c2c1	0	-3	9	-5	3	10	-7	1	0
CCOC(=O)C1CCN(C=Nc2cc(C)on2)CC1	0	6	-5	-9	4	8	4	-2	4
COc1ccc(S(=O)(=O)Nc2nnc(C(C)(C)C)s2)cc1	0	-4	-3	-20	-2	5	1	-2	0
CC(C)NC(=O)C1(c2ccccc2)CCOCC1	-1	-2	-2	-5	5	9	-2	3	-1
COc1ccc(C2c3ccc(O)cc3Oc3ncn4nc(-c5ccccn5)nc4c32)cc1OC (stereo unspecified)	6	-2	-2	-9	5	-1	7	4	4
COc1ccc(NC(=O)c2cc(-c3cc(C)cc(F)c3)n[nH]2)cc1OC	11	-1	5	-10	-3	4	-5	10	2
Cc1ccc(NC(=S)NNC(=O)c2cn(C)nc2C)cc1	0	-3	4	3	1	-4	-6	2	0
CC(=O)Nc1ccc(NS(=O)(=O)c2cc(C)sc2C)cc1	1	-1	8	1	5	-5	-6	4	-1

# Going on with the list.
Structure	CHRM4 agonist	CHRM1 agonist	M5 antag	CHRM1 antagonist	M1 PAM	M4 antag	CHRM5 PAM	TAAR1 agonist	M5 ag
CC(C)N(C(=O)C(=O)c1cccn1-c1ccccc1C#N)C(C)C	1	-4	-14	-13	13	1	16	10	-2
CC(C)(C)c1ccc(S(=O)(=O)Nc2cccnc2)cc1	4	-5	-6	18	-20	10	-12	11	-10
FC(F)(F)c1cc(-c2ccco2)nc(-n2nc(C(F)(F)F)cc2C2CC2)n1	-2	0	-3	-1	3	-10	1	10	0
COc1cc(CN2CCC(n3nccc3NC(=O)CCCc3ccccc3)CC2)ccc1F	6	-3	8	-8	-1	2	-9	10	-1
CC(=O)NC(Cc1ccccc1)C(=O)N1CCN(C(=S)NCC(C)C)CC1 (stereo unspecified)	1	-2	1	-3	6	-5	4	12	2
COc1ccc(C(CNC(=O)c2cc(C)oc2C)N2CCOCC2)cc1 (stereo unspecified)	1	-1	-8	-12	11	-7	5	4	6
C/C(=N\N(Cc1ccccc1)c1ccccc1)c1cccnc1	-2	-7	4	4	-5	-6	1	0	-12
Cc1ccc(OCC(=O)NCCO)cc1C	0	-2	-2	-10	-1	0	3	4	1

# (further entries)
Structure	CHRM4 agonist	CHRM1 agonist	M5 antag	CHRM1 antagonist	M1 PAM	M4 antag	CHRM5 PAM	TAAR1 agonist	M5 ag
O=C(COC(=O)c1cc[n+]([O-])cc1)Nc1ccc(Br)cc1	3	-3	1	-16	20	-6	2	3	3
COc1cc2c(cc1NC(=O)CSc1ccccc1)oc1ccccc12	-1	-8	-3	2	5	-5	0	1	-3
O=C(c1cnc2sccn2c1=O)N1CCc2ccccc2C1	2	-5	-5	-7	7	3	2	3	1
O=C(CNC(=O)c1ccco1)OCN1C(=O)c2ccccc2C1=O	0	-2	1	-7	6	-1	-10	6	-3
CN(C)c1cccc(N(C)C)c1CNC(=O)NC(=O)c1c(F)cccc1F	1	-2	-1	-20	14	-5	14	2	-2
O=C(NNS(=O)(=O)c1ccc(F)cc1)c1ccccc1O	1	-2	-3	-8	10	-7	0	3	6
CCc1sc(C(=O)Nc2ccc(OC)c(S(=O)(=O)N3CCOCC3)c2)cc1C	3	-3	10	-2	1	-18	-10	2	2
CC1CCC(NC(=O)C(NS(=O)(=O)c2ccc(Br)cc2)C(C)C)CC1 (stereo unspecified)	0	0	-5	-3	2	-5	-3	2	5

# 3 records drawn at random from the list so far, as already listed:
Structure	CHRM4 agonist	CHRM1 agonist	M5 antag	CHRM1 antagonist	M1 PAM	M4 antag	CHRM5 PAM	TAAR1 agonist	M5 ag
O=C(c1cnc2sccn2c1=O)N1CCc2ccccc2C1	2	-5	-5	-7	7	3	2	3	1
O=C(CNC(=O)c1ccco1)OCN1C(=O)c2ccccc2C1=O	0	-2	1	-7	6	-1	-10	6	-3
O=C(NNS(=O)(=O)c1ccc(F)cc1)c1ccccc1O	1	-2	-3	-8	10	-7	0	3	6

# Further results
Structure	CHRM4 agonist	CHRM1 agonist	M5 antag	CHRM1 antagonist	M1 PAM	M4 antag	CHRM5 PAM	TAAR1 agonist	M5 ag
CNC(=S)NCCc1cc2c(OC)ccc(OC)c2[nH]c1=O	1	-5	19	10	-7	1	-3	4	-1
CSCCC(=O)Nc1cc(S(=O)(=O)N2CCOCC2)ccc1N1CCN(C)CC1	1	-13	-2	-2	10	2	-5	2	-5
CCCCCn1c(=O)[nH]c2cc(C(=O)NCCN3CCCCC3C)ccc2c1=O (stereo unspecified)	1	-13	15	11	-21	10	-8	.	-5
COc1ccc(S(=O)(=O)N2CCCOC2CNC(=O)C(=O)NCc2cccnc2)cc1 (stereo unspecified)	1	-2	3	6	7	-12	-4	2	-1
COC(=O)c1cc(NC(=O)CN2CCc3cc4c(cc3C2)OCCCO4)cc(C(=O)OC)c1	1	-9	0	-16	7	-18	3	0	-1
CCOc1ccccc1NC(=O)C(C)N1C(=O)c2ccccc2S1(=O)=O (stereo unspecified)	3	-2	0	9	2	5	1	2	1
CCCC(=O)Nc1ccc2nc(SCC(=O)Nc3nccs3)sc2c1	7	0	7	-22	-1	-5	-3	10	1
CNC(=O)c1[nH]cnc1C(=O)N[C@@H](CC(C)C)C(=O)OCc1ccccc1	9	-1	15	-3	-3	1	-17	8	2

# Later entries.
Structure	CHRM4 agonist	CHRM1 agonist	M5 antag	CHRM1 antagonist	M1 PAM	M4 antag	CHRM5 PAM	TAAR1 agonist	M5 ag
Cn1c(NCc2cccs2)nc2ccccc21	0	-6	4	-4	3	4	1	8	-7
Nc1c(C(=O)NCc2ccco2)c2nc3ccccc3nc2n1CCc1ccccc1	8	-6	-1	-4	4	2	-1	14	-1
Cc1ccc(-c2csc3ncnc(-n4nnc5ccccc54)c23)cc1C	1	-9	13	6	-1	4	-6	-3	-4
CCN(CC)c1ccc(N=Cc2c(C)[nH]c3ccccc23)cc1	0	-7	5	-6	1	6	-3	-2	-1
O=C(NC1CCCCC1)c1cc2cc(Br)ccc2o1	1	-4	6	-6	0	-13	-9	4	-4
COc1ccc2c(c1)CCN=C2Cc1ccc(OC)c(OC)c1	2	-10	-3	-16	10	-3	6	3	2
COC(=O)Nc1nnc(Cc2ccccc2)s1	0	-1	9	10	-4	-6	-4	2	2
CCc1nnc(NC(=O)CSc2nc(-c3ccccc3)c(-c3ccccc3)o2)s1	0	-7	5	3	-7	-3	-8	2	-1

# Source: PubChem BioAssay (The Scripps Research Institute Molecular Screening Center)
